SIRT5 inh – inhibitors of human sirtuin-5 desuccinylase. Q9NXA8. inhibition, % at 15 µM. Purified SirT5, succinyl-peptide AMC, trypsin-coupled fluorescence. hit rate 1.1% among 330,000; in the data active = inhibition above about 15%; inconclusive = no clear call, values can overlap the other calls
Target sequence (Q9NXA8 whole entry, looked up): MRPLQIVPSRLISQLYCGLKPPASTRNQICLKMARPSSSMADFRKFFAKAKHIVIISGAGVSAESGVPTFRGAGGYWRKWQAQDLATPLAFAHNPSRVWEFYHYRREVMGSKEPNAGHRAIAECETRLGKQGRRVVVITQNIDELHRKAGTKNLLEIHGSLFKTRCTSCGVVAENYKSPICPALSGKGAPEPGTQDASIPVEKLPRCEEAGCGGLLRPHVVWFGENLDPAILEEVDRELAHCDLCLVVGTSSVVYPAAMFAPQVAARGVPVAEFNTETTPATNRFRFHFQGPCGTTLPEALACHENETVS
ERp5 block – ERp5 (human) disulfide isomerase inhibition. ERp5 insulin aggregation, absorbance 650 nm, 90 min. inhibition, % at 9.99 µM. hit rate 0.05% among 350,000;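 active = mean replicate inhibition above about 25%, with every replicate also reaching it, limit read from the data, passing the limit was not always enough; inconclusive = only one of those two criteria met; inactive = neither criterion met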
Target sequence (Q15084 whole entry, looked up): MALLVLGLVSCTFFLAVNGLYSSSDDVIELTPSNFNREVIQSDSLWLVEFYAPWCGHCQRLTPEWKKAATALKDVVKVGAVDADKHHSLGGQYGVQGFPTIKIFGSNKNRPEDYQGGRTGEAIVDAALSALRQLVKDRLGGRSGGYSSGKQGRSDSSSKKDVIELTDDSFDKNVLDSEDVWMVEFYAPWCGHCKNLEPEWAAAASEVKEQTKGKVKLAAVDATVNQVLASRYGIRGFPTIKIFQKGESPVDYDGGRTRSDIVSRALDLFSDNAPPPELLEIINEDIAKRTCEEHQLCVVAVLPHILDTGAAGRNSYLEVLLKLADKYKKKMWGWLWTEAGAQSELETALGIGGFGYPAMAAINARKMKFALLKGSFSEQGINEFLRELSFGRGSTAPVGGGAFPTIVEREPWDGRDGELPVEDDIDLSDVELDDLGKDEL
C2C12 statin – suppressors of simvastatin-induced myotoxicity in C2C12 myotubes. hit rate 0.78% among 330,000. rescue of ATP level, % at 7.49 µM. ATP luminescence, 48 h; scaled: DMSO 0, geranylgeraniol control 100. AID 602340;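 active = mean ATP rescue above about 67%, or every replicate alone reaching that limit, limit read from the data, passing the limit was not always enough; inconclusive = no clear call, values can overlap the other calls; inactive = mean under the limit and some replicate under it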;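 also: myotubes were challenged with 10 µM simvastatin during compound exposure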
miR-122 sensor – inhibitors of miR-122 in Huh7 cells. Huh7 miR-122 Renilla luciferase sensor, 48 h; neutral wells = 0, positive control = 100. activation (reporter increase), % at 12.5 µM. hit rate 0.3% among 340,000;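 active = mean replicate activation score at least 90 and every replicate individually at or above 90; inconclusive = only one of the two criteria met; inactive = neither criterion met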;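 also: higher luciferase means less miR-122 activity so hits act as miR-122 inhibitors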
esBAF inh – SWI/SNF esBAF complex inhibition | hit rate 2% among 350,000 | AID 602393 | mouse ES cells, Bmi1-luciferase knock-in reporter, 24 h; 100% = twice the neutral-well signal | reporter increase, % at 12.5 µM; in the data active = activation above about 40%; inconclusive = no clear call, values can overlap the other calls;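 also: 0% = median of the plate's neutral control wells and 100% = double that signal; a rise in the Bmi1 reporter signal indicates esBAF inhibition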
ARNT TACC3 PPI – disrupts binding between human ARNT and TACC3 | AlphaScreen His-ARNT PAS-B/GST-TACC3 binding, luminescence; TACC3 fragment carries E629A point mutation | inhibition, % at 9.99 µM | hit rate 0.66% among 390,000 | AID 623870;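 active = mean inhibition of replicates at least 50% and at least half of replicates each reaching 50%; inconclusive = half or more replicates reach 50% but mean below 50%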;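 also: 0% = complete ARNT plus TACC3 wells and 100% = ARNT alone without TACC3; many hits fall short of the cut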
Cneo AK release – Cryptococcus neoformans lysis via adenylate kinase release; C. neoformans lysis, adenylate kinase release luminescence, 4 h; normalised: neutral wells 0, clomiphene wells 100; lysis activity, % at 15 µM; hit rate 0.2% among 360,000;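 active = mean lysis activity across replicates of at least 80%, whatever share of replicates individually reach that level; inactive = mean lysis activity below 80%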
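Assay system: Cryptococcus neoformans yeast cells / Dosing: single-point compound dose / Timing: 4 h at 37 °C static, read 1 h later / Measured by: luminescence of released adenylate kinase using an AK detection reagent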
The depositor's hits bear a star; ? = inconclusive; . = no result given; [ ] = dose if it differs, or a comment.

The line under a structure holds: SIRT5 inh, ERp5 block, C2C12 statin, miR-122 sensor, esBAF inh, ARNT TACC3 PPI, Cneo AK release
1) CCN(CC)C(=O)Cn1cc(S(=O)(=O)CC(=O)Nc2ccccc2F)c2ccccc21
    4, 0, ., 5, ., -2, 0
2) Cc1ccc(S(=O)(=O)N(C)CC(=O)Nc2cccc(C)n2)cc1
    ., ., ., 9, ., 2, -1
3) O=C(CCN1C(=O)c2ccccc2C1=O)c1ccccc1
    13, 1, 3, -1, 27, ., -3
4) COc1cccc2cc(-c3nnc(SCC(=O)NCCc4ccccc4)n3C)oc12
    ., ., 16, -1, 1, -2, 0
5) Cc1ccc(S(=O)(=O)N2CCOCC2)cc1NC(=O)COc1ccc(C(=O)c2ccccc2)cc1
    -1, -6, -8, 2, 3, 5, -1
6) COc1ccc(Nc2ncc(C(=O)N3CCN(c4ccccc4OC)CC3)c3ccccc23)cc1
    ., ., 5, -2, 8, 1, -2
7) COCC(=O)Nc1ccc2c(c1)C(=O)N(C)C[C@H](OC)[C@H](C)CN(C(=O)C1CCCC1)[C@H](C)CO2
    11, 2, -7, -12[16.7 µM], 1, -1, 1
8) C[C@H](CO)N1C[C@H](C)[C@H](CN(C)C(=O)Nc2ccc3c(c2)OCO3)Oc2ccc(NC(=O)Nc3ccc(F)cc3)cc2CC1=O
    1, 0, -5, -3[16.7 µM], -3, -21, -1
9) CC(=O)Nc1ccc(S[C@@H](CCN2CC[C@H](O)CCC2=O)c2ccccc2)cc1
    ., 1, -1, -2, 0, 2, 5
10) O=C(C[C@H]1CC[C@@H]2[C@H](COC[C@H](O)CN2C(=O)c2ccncc2)O1)NC1Cc2ccccc2C1
    0, 1, -8, -4[16.7 µM], 6, -18, -5
11) C[C@@H]1CN([C@H](C)CO)C(=O)c2cc(C#CCC3CCCC3)cnc2O[C@H]1CN(C)C(=O)CC1CC1
    4, -5, -19, 3[16.7 µM], 5, 1, -2
12) O=C(Oc1c(Br)cc(Br)c2cccnc12)N1CCCCC1
    1, 4, -3, 0, ?, -3, .
13) CCCCN(CC)C(=O)C1CCC(CNS(=O)(=O)c2cccc3nsnc23)CC1 (configuration not stated)
    -1, -2, 6, -3, 3, -1, -1
14) Cc1cccc(NC(=S)N/N=C2/CCCCc3ccccc32)c1
    ., ., 8, 5, 2, 1, 11
15) Cc1cc(C(F)(F)F)c2c(N)c(C(=O)NC3CC3)sc2n1
    0, 9, -9, -8, 1, -2, -2
16) Cn1cnc2c(SCc3ccccc3)ncnc21
    -1, 9, 6, ., ?, 1, 2
17) C/C=C/c1ccc([C@@H]2[C@@H](CO)N(C(C)=O)[C@@H]2CN(C)S(C)(=O)=O)cc1
    ., ., 13, 14[16.7 µM], 6, 4, -1
18) CN1c2ccc(-c3cccc(F)c3)cc2[C@@H]2[C@@H](CCN2C(=O)C2CCOCC2)[C@@H]1CO
    -20, -2, -3, -13[16.7 µM], 8, 5, 7
19) COc1cc(NC(=O)NCCN2CCN(c3ccccc3)CC2)cc(OC)c1OC
    0, 0, 4, 1, 2, 5, -3
20) CO[C@@H]1CN(C)C(=O)c2ccc(NS(=O)(=O)c3ccc(Cl)cc3)cc2OC[C@@H](C)N(C(=O)NC(C)C)C[C@H]1C
    ., 0, 16, 7[16.7 µM], 1, 0, 4
21) C/C(CCc1ccc2c(c1)OCO2)=N\NC(=O)c1ccccc1
    1, -8, ., ., ., -2, .
22) CC(NC(=O)c1cc2c(cc1Cl)N1CCCCCC1=NS2(=O)=O)c1ccc(S(N)(=O)=O)cc1 (configuration not stated)
    -2, -24, 5, 3, -4, -2, .
23) CSc1ncccc1C(=O)OCC(=O)N(CC(C)C)C1CCS(=O)(=O)C1 (configuration not stated)
    ., ., 3, -3, 2, 5, -7
24) CC1=C(CC[C@@H](C)CO)OC2CC3C4CCC5CC(O)CCC5(C)C4CC(=O)C3(C)C12 (some centres not stated)
    -1, 2, -45, -3, -9, -9, 0
25) CCNc1nc(NCC)nc(N(C#N)C(C)C)n1
    -3, 8, -6, -26, -12, -6, -2
26) Cc1ccc(C)c2c3c([nH]c12)-c1nonc1CC3
    ., ., -8, -4, -7, 1, 1
27) CCn1ccc(=N)cc1
    ., ., 113*, -5, -15, -6, -4
28) O=C(NCc1ccncc1)C(=O)NC1CC1
    1, -6, ., ., ., -1, .
29) O=C1C2CCCCC2C(=O)N1c1cccc(OS(=O)(=O)c2ccccc2)c1 (configuration not stated)
    ., ., -6, -4, 7, ., 0
30) CCN(CC(=O)Nc1c(F)cccc1F)C(=O)Cc1ccc(OC)c(S(=O)(=O)N2CCOCC2)c1
    0, -1, -4, ., -5, -1, .
31) CC(C)C#Cc1ccc2c(c1)O[C@@H](CN(C)C(=O)c1cccc(F)c1)[C@@H](C)CN([C@H](C)CO)S2(=O)=O
    6, 0, 15, 9[16.7 µM], 0, ., 1
32) COc1cc(C(C)=O)ccc1OCCN1CCC(Cc2ccccc2)CC1
    0, 1, -10, 0, 1, -1, -1
33) COc1cc(OC)cc(C(=O)NNC(=S)NC2CC2)c1
    -7, 4, ., ., ., -7, .
34) O=C(Nc1cc(Cl)ccc1-n1cncn1)c1ccco1
    -2, 0, 11, -2, 2, ., 0
35) CN1C2CCC1/C(=C\c1ccccc1)C(=O)/C2=C\c1ccccc1
    ., ., 67*, -4, 10, 1, 2
36) COc1ccc(C2CC(C(F)(F)F)n3nc(C(=O)NCCN4CCOCC4)cc3N2)cc1 (configuration not stated)
    ., ., 90*, -1, -3, 5, -1
37) COc1ccc(CNC(=O)c2cc(SC)ccc2Cl)cc1OC
    1, 0, ., ., ., 4, .
38) CCOC(=O)c1c(CSc2ccccc2)oc2ccc(O)cc12
    -7, 3, ., ., ., 2, .
39) CC(CC(=O)Nc1cc([N+](=O)[O-])ccc1Cl)c1ccccc1 (configuration not stated)
    ., ., ., 10, ., 16, 4
40) O=C(Nc1cc(S(=O)(=O)N2CCOCC2)ccc1-n1cncn1)c1ccc(Cl)cc1
    0, -1, -2, -2, 0, -16, -6
41) COc1ccc(Cl)cc1NS(=O)(=O)c1cccc(C(=O)NCC(c2ccco2)N(C)C)c1 (configuration not stated)
    0, 4, 14, ., 8, -9, -1
42) O=C(Nc1ccccc1Cl)N1[C@H](CO)[C@@H]2c3ccccc3NC[C@@H]21
    -1, -1, 12, -24[16.7 µM], 61*, 2, -2
43) CCNC(=O)[C@@H]1[C@@H](CO)[C@@H]2Cn3c(ccc(-c4ccccc4F)c3=O)[C@H]1N2CC1CC1
    2, ., 21, 0[16.7 µM], 0, 13, 0
44) C[C@H]1CN([C@@H](C)CO)C(=O)c2cccc(NC(=O)c3ccncc3)c2O[C@@H]1CN(C)Cc1ccc2c(c1)OCO2
    -3, -4, 7, 14[16.7 µM], -1, -1, -4
45) O=C1c2ccccc2C(c2nc3ccccc3[nH]2)N1Cc1ccco1 (configuration not stated)
    -1, -3, 5, 6, -7, ., 0
46) Cc1ccc2nc(CSc3nnc4ccccn34)cc(=O)n2c1
    3, 4, ., ., ., -4, .
47) O=C(CSc1nc2ccccc2o1)N1CCN(c2ccccc2)CC1
    ., ., ., -10, -1, -7, -4
48) CC(=O)Nc1cccc(NS(=O)(=O)c2ccccc2[N+](=O)[O-])c1
    -5, 14, -4, 0, 6, 4, .
49) C[C@H](CO)N1C[C@H](C)[C@@H](CN(C)Cc2ccc(-c3ccccc3)cc2)Oc2ccc(NC(=O)Nc3ccc(C(F)(F)F)cc3)cc2C1=O
    -2, -3, ., -4[16.7 µM], 2, 10, 99*
50) O=C1C2C3C=CC([C@@H]2C(=O)N1C1CC1)[C@H]1C(=O)N(C2CC2)C(=O)C31 (some centres not stated)
    ., ., 6, 1, -8, 27, 1
51) O=C(N[C@H]1CC[C@H](CCNS(=O)(=O)c2ccccc2)O[C@H]1CO)c1cccc(F)c1
    0, 4, -5, ., 2, 3, 2
52) CC1CCN(C(=O)c2ccc(N3C(=O)C4CCC(C)CC4C3=O)cc2)CC1 (configuration not stated)
    0, -3, ., ., ., -3, .
53) COc1ccc(N2C(=O)CC(N3CCOCC3)C2=O)cc1 (configuration not stated)
    ., ., 0, -7, -12, -6, 0
54) Cc1ccc(-c2noc(C3CCN(C(=O)Nc4ccc(C#N)cc4)CC3)n2)o1
    ., ., 13, 2, -2, -2, 0
55) C[C@H]1CN([C@@H](C)CO)C(=O)c2cc(C#CCc3ccccc3)cnc2O[C@@H]1CN(C)Cc1ccc(C(=O)O)cc1
    6, -6, 2, -10[16.7 µM], 2, 8, -1
56) Cc1ccc(C)c(CNS(=O)(=O)c2c(C)[nH]c(C)c2C(=O)N2CCCC2)c1
    -5, 5, 6, 4, -5, 2, 1
57) COc1ccccc1-n1cnnc1SCC(=O)c1c[nH]c2ccccc12
    -2, -4, 3, 19, 5, -3, 1
58) Cc1ccc(-n2nc3c(N4CCC(C(=O)NCCc5cccs5)CC4)nnc(C)c3c2C)cc1
    -5, 6, -5, ., -18, -1, 4
59) CN(C)CCCNC(=O)C[C@H]1CC[C@H]2[C@H](COc3ccc(NC(=O)NC4CCCC4)cc3C(=O)N2C)O1
    -7, -2, -22, -42[16.7 µM], 15, -5, 4
60) C#CCn1ccc(O)c(Cc2ccccc2)c1=O
    0, 2, 2, ., -1, -6, 7

(list continues)
The line under a structure holds: SIRT5 inh, ERp5 block, C2C12 statin, miR-122 sensor, esBAF inh, ARNT TACC3 PPI, Cneo AK release
61) CC1SC(c2ccccc2Cl)NC1=O (configuration not stated)
    ., ., 0, 1, -2, ., 2
62) Cc1cc(Br)ccc1NC(=S)NCCc1ccccc1
    0, 0, ., ?, ., 4, 18
63) Cc1nn(CC(=O)Nc2cccc(C(F)(F)F)c2)c(=O)c2cccn12
    -6, 8, 16, -3, -4, -2, -1
64) CCn1c(N)[n+](CC(=O)Nc2ccc(SC(F)F)cc2)c2ccccc21
    -1, 2, ., -19, ., -2, 1
65) O=C(O)c1ccccc1NN=Cc1ccccc1
    7, 0, 3, -2, ., 10, -2
66) CCCCCCc1c(C)c2ccc(OCC(=O)N3CCC[C@H]3C(=O)O)c(C)c2oc1=O
    ., -2, -7, -1, -3, 0, -2
67) COc1cc(NC(=O)CSCc2ccccc2)c(C(=O)O)cc1OC
    -5, -2, 3, 3, 2, -8, -2
68) C[C@@H]1CN([C@@H](C)CO)C(=O)Cc2cc(NC(=O)Nc3ccc(C(F)(F)F)cc3)ccc2O[C@H]1CN(C)CC1CCCCC1
    -8, -3, -10, -31[16.7 µM], -4, -10, -3
69) c1ccc(Nc2cc(-c3ccccc3)nc3ncnn23)cc1
    -4, -4, ., ., ., -8, .
70) OC(CN1CCOCC1)(c1ccccc1)c1ccccn1 (configuration not stated)
    -4, -1, 8, 5, -9, -15, -1
71) CN(C)CC(=O)N1[C@@H]2c3ccc(-c4ccc(F)cc4)c(=O)n3C[C@@H]2[C@@H](CO)[C@@H]1C(=O)NC1CCC1
    -13, -12, -3, 2[16.7 µM], 3, -19, -1
72) C=CCOc1ccc(C2OC34CCCCC3C(C#N)(C#N)C2(C#N)C(=N)O4)cc1 (configuration not stated)
    ., ., ., -2, ., 10, 0
73) Cc1ccc(C2=NNC(c3cccc(F)c3)S2)cc1 (configuration not stated)
    -4, -3, ., ., ., 4, .
74) CN1C(=O)NC(NC(=O)c2cccs2)(C(F)(F)F)C1=O (configuration not stated)
    ., ., 1, -10, -6, -7, 0
75) C[C@@H]1CN([C@@H](C)CO)C(=O)c2cc(NS(C)(=O)=O)ccc2O[C@@H](C)CCCCO[C@H]1CN(C)C(=O)c1ccccc1
    -6, 1, -13, -1[16.7 µM], -5, -6, -3
76) Cc1ccc(S(=O)(=O)N2CCN(C(C)C(=O)Nc3ccccc3-c3ccccc3)CC2)cc1 (configuration not stated)
    -3, 3, ., ., ., -6, .
77) CN(C(=O)c1cccc(NC(=O)Cc2ccc(NC(=O)C3CCN(C(=O)C4CCCCC4)CC3)cc2)c1)C1CCCCC1
    25*, 10, -25, ., 2, 0, 0
